Assay outcomes (PubChem)
CHO-K1 Ca antag – M1 antagonist counterscreen hit in parental CHO-K1 cells; AID 602250; inhibition, % at 3 µM; ATP-induced calcium, Fluo-8 fluorescence; 360,000 tested, 0.6% active;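 active = inhibition above a per-plate cutoff, the plate's mean sample inhibition plus 3 SD, cut at about 24% in these data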;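 note: 0% = DMSO plus EC80 ATP and 100% = DMSO alone without ATP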
OXTR ag – agonists of human oxytocin receptor. activation, % at 3 µM. P30559. CHO-OTR cells, Fluo-8 calcium fluorescence; normalized: DMSO 0%, oxytocin 100%. 320,000 tested, 0.32% active. AID 2435;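 active = activation above the mean of all tested compounds plus 3 SD, cutoff set per screening run, cut at about 20% in these data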;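 note: peak over basal fluorescence ratio from a 100 s FLIPR kinetic read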
Target sequence (P30559 whole entry, looked up): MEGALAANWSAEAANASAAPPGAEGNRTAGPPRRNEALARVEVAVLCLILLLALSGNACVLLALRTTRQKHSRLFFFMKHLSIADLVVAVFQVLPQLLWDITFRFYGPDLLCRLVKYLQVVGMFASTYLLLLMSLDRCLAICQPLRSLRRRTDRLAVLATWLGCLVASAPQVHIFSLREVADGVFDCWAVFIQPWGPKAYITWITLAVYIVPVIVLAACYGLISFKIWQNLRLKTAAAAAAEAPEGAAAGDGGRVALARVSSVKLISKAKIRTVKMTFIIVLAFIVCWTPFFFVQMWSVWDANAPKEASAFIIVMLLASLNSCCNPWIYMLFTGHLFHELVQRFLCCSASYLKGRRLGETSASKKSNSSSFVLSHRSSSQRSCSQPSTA
CHO-K1 Ca ag – nonselective activator or artifact in parental CHO-K1 cells; Fluo-8 calcium fluorescence; scaled to maximal ATP response, vehicle zero; activation, % at 3 µM; 360,000 tested, 0.48% active; AID 602248; in the data active = activation above about 15%;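 note: untransfected CHO-K1 host cells lacking M1 receptor as counterscreen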
M1 PAM parental – nonselective activator or artifact in parental CHO-K1 calcium assay | ATP EC20, Fluo-8 calcium fluorescence; 0% at ATP EC20, 100% at ATP max | activation, % at 3 µM | 360,000 tested, 0.02% active | AID 602247;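 active = activation above the run cutoff, the mean activation of all test compounds plus 3 SD, cut at about 40% in these data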;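 note: peak over basal fluorescence ratio in a 140 s read after ATP addition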
V1aR counter – activates human V1a receptor in oxytocin agonist counter-screen; P37288; CHO-V1R cells, Fluo-8 calcium fluorescence, agonist mode; 0% DMSO, 100% 3 nM vasopressin; activation, % at 3 µM; 320,000 tested, 0.25% active; AID 2797;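 active = activation above the mean activation of all tested compounds plus 3 SD, per screening run, cut at about 20% in these data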;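 note: signal is peak over basal fluorescence ratio across a 100 second FLIPR read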
CHO parental Ca – counter-screen for OX1R antagonists: effect in parental CHO cells; inhibition, % at 5.6 µM; parental CHO-K1, ATP-induced calcium, Fluo-8 fluorescence; 330,000 tested, 0.63% active;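 active = inhibition above that plate's mean sample inhibition plus 3 SD, cut at about 26% in these data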;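 note: 0% = ATP-challenged DMSO wells and 100% = DMSO wells without ATP; some compounds past the cut are filed as inactive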
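Test system: parental CHO cells; detection: calcium-sensitive Fluo-8 fluorescence; evaluation: percent inhibition of calcium signal; also added: ATP as calcium-mobilizing challenge; repeats: one well per compound; control set: ATP-challenged DMSO wells low, unchallenged DMSO wells high; compound: single nominal dose of 5.6 µM per compound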
OXTR potentiate – potentiates the human oxytocin receptor response. P30559. CHO-OTR cells, Fluo-8 calcium fluorescence, potentiator mode; 0% = oxytocin EC15, 100% = EC100. activation, % at 3 µM. 320,000 tested, 0.061% active. AID 2445;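 active = activation above that plate's cutoff, the mean activation of tested compounds plus 3 SD, cut at about 6.6% in these data, passing the limit was not always enough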;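 note: 100% uses oxytocin at 75 nM as the full agonist control; some results filed as inactive read as strong as hits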
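Replication – single well per compound, singlicate · Assay system – CHO cell line stably expressing human OTR · Timing – 6 min pre-incubation, 100 s read · Measure – normalized max/min fluorescence ratio, % activation · Doses – 3.0 µM, one dose · Detection – Fluo-8 calcium dye fluorescence · Probe or stimulus – oxytocin near EC15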
TAAR1 antag – human TAAR1 antagonism; CHO RD-HGA16 TAAR1, Fluo-8 calcium fluorescence, antagonist; inhibition, % at 3 µM; 360,000 tested, 1.5% active;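 active = inhibition above a per-plate cutoff, the mean inhibition of test compounds on that plate plus 3 SD, cut at about 49% in these data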;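 note: 0% = DMSO plus EC80 beta-PEA response and 100% = DMSO alone without agonist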
Target sequence (Q96RJ0 whole entry, looked up): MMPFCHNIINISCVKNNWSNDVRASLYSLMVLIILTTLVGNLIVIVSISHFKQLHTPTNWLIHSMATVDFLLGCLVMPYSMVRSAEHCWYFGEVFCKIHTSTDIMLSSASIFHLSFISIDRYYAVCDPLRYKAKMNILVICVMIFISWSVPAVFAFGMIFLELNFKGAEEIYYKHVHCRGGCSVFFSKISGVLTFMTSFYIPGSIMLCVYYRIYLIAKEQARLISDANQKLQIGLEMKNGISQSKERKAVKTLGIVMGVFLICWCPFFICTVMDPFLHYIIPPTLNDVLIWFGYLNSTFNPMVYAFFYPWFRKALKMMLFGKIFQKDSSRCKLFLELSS
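System: CHO RD-HGA16 cells bearing hTAAR1. Reagent: EC80 β-phenethylamine stimulus. Schedule: seeding 17-24 h prior, 75-min 37 °C, 30-min RT dye loading. Signal: Fluo-8 intracellular calcium dye fluorescence, real-time kinetic reads. Read-out: % inhibition from peak post-agonist over basal fluorescence ratio. Benchmarks: vehicle wells and EC80 agonist wells. Replicates: n of 1.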
GPR7 antagonist – human neuropeptides B/W receptor 1 antagonism | AID 1861 | inhibition, % at 4.4 µM | GPR7-expressing cells, fluorescence antagonist assay | 290,000 tested, 1.1% active | P48145; in the data active = inhibition above about 16%, passing the limit was not always enough;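 note: cells stimulated with the agonist NPW; 0% = agonist with vehicle and 100% = vehicle without agonist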
Target sequence (P48145 whole entry, looked up): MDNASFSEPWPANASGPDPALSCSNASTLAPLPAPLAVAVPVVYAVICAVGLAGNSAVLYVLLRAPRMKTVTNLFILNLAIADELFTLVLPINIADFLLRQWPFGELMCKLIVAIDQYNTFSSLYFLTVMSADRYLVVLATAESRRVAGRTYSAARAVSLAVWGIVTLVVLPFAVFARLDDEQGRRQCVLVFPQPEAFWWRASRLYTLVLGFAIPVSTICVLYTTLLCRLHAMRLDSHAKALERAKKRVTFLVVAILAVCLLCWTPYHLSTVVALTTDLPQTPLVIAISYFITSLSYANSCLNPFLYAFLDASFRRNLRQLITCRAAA
Starred values were filed as active, the others as inactive; x = no result given. An unsorted share of the library; any-hit rate near 3.5%.

| SMILES | CHO-K1 Ca ag | OXTR potentiate | GPR7 antagonist | CHO-K1 Ca antag | M1 PAM parental | OXTR ag | CHO parental Ca | TAAR1 antag | V1aR counter |
| --- | --- | --- | --- | --- | --- | --- | --- | --- | --- |
| CC(=O)/C(=N/Nc1ccc(Br)cc1)Sc1cccc2cccnc12 | -1.3 | -2 | -12 | 13 | -12 | -2.8 | -38 | -5 | -0.8 |
| COc1ccccc1CN(Cc1cc2c(C)ccc(C)c2[nH]c1=O)Cc1nnnn1Cc1ccco1 | 0.2 | -9 | -6 | 13 | -2 | -1.2 | -10 | 40 | 1.1 |
| COc1ccc(NC(=O)c2cc(C(=O)Nc3ccc(OC)cc3OC)cc([N+](=O)[O-])c2)c(OC)c1 | 0.0 | -16 | -23 | 8 | -16 | -0.9 | -14 | 3 | 1.7 |
| COC(=O)c1ccccc1NC(=O)CCCn1nc([N+](=O)[O-])cc1C | 1.0 | -7 | -5 | -13 | 11 | 0.2 | -15 | -3 | -1.0 |
| CCOC(=O)C(NC(=O)c1ccccc1Cl)(Nc1ccc(C(F)(F)F)cc1)C(F)(F)F (stereo unspecified) | 0.4 | 6 | -6 | -4 | 5 | -2.1 | 1 | 1 | 2.0 |
| Cc1ccc(C(=O)OCC(=O)Nc2cc(C(C)(C)C)nn2-c2ccccc2)c(O)c1 | -0.2 | -3 | x | 1 | -3 | -2.3 | 6 | 14 | -0.8 |
| CN(C)S(=O)(=O)c1cccc(-c2cn3cccnc3n2)c1 | 0.0 | -13 | 1 | 1 | 4 | -1.0 | 7 | -6 | 1.2 |
| CCc1nnc(NS(=O)(=O)c2ccc(NC(=O)c3cc(Cl)ccc3[N+](=O)[O-])cc2)s1 | 0.5 | x | -10 | -9 | 11 | x | x | -15 | x |
| CCOC(=O)C1(C)C(=O)CC2c3nc4ccccc4cc3CN2C1=O (stereo unspecified) | 0.4 | x | x | 17 | 13 | x | x | -16 | x |
| CC1CCCC(C)N1C(=O)Nc1cccc(Cl)c1 (stereo unspecified) | 0.5 | 1 | -6 | -2 | 15 | 0.9 | 0 | -5 | 1.0 |
| CC1CC(C)(C)CC2(C1)NC(=O)N(CC(=O)Nc1c(F)cccc1F)C2=O (stereo unspecified) | 1.1 | -3 | x | -10 | 6 | 1.2 | -16 | 8 | 0.1 |
| COc1ccc(C2OCC3(O)C(c4ccc(OC)c(OC)c4)OCC23)cc1OC (stereo unspecified) | 0.1 | 3 | x | 6 | -14 | 2.6 | -7 | 4 | 2.0 |
| O=C(COC(=O)/C=C/c1ccc(F)cc1)NCC1CCCO1 (stereo unspecified) | 2.4 | -6 | x | -25 | 9 | 1.4 | -4 | -26 | 2.6 |
| COc1ccc(C2/C=C\CN(C(=O)Nc3ccccc3)CC(=O)N2Cc2ccc(F)cc2)cc1 (stereo unspecified) | 0.6 | -12 | x | -5 | 5 | 0.1 | -33 | 7 | 0.4 |
| COc1ccc2c(c1)CC/C(=C\C=C\c1ccccc1OC)C2=O | 0.6 | -11 | -9 | 7 | 11 | -1.4 | -10 | 3 | -1.2 |

7 compounds from above, arranged by count of non-hydrogen atoms, lowest first:
| SMILES | CHO-K1 Ca ag | OXTR potentiate | GPR7 antagonist | CHO-K1 Ca antag | M1 PAM parental | OXTR ag | CHO parental Ca | TAAR1 antag | V1aR counter |
| --- | --- | --- | --- | --- | --- | --- | --- | --- | --- |
| CC1CCCC(C)N1C(=O)Nc1cccc(Cl)c1 (stereo unspecified) | 0.5 | 1 | -6 | -2 | 15 | 0.9 | 0 | -5 | 1.0 |
| CN(C)S(=O)(=O)c1cccc(-c2cn3cccnc3n2)c1 | 0.0 | -13 | 1 | 1 | 4 | -1.0 | 7 | -6 | 1.2 |
| CC(=O)/C(=N/Nc1ccc(Br)cc1)Sc1cccc2cccnc12 | -1.3 | -2 | -12 | 13 | -12 | -2.8 | -38 | -5 | -0.8 |
| COc1ccc(C2OCC3(O)C(c4ccc(OC)c(OC)c4)OCC23)cc1OC (stereo unspecified) | 0.1 | 3 | x | 6 | -14 | 2.6 | -7 | 4 | 2.0 |
| CCc1nnc(NS(=O)(=O)c2ccc(NC(=O)c3cc(Cl)ccc3[N+](=O)[O-])cc2)s1 | 0.5 | x | -10 | -9 | 11 | x | x | -15 | x |
| COc1ccc(C2/C=C\CN(C(=O)Nc3ccccc3)CC(=O)N2Cc2ccc(F)cc2)cc1 (stereo unspecified) | 0.6 | -12 | x | -5 | 5 | 0.1 | -33 | 7 | 0.4 |
| COc1ccc(NC(=O)c2cc(C(=O)Nc3ccc(OC)cc3OC)cc([N+](=O)[O-])c2)c(OC)c1 | 0.0 | -16 | -23 | 8 | -16 | -0.9 | -14 | 3 | 1.7 |

More structures:
| SMILES | CHO-K1 Ca ag | OXTR potentiate | GPR7 antagonist | CHO-K1 Ca antag | M1 PAM parental | OXTR ag | CHO parental Ca | TAAR1 antag | V1aR counter |
| --- | --- | --- | --- | --- | --- | --- | --- | --- | --- |
| CC(C)C(=O)Nc1cccc(-c2csc(-c3ccccc3)n2)c1 | -0.5 | -10 | -10 | 6 | 5 | -2.4 | -24 | 2 | -0.2 |
| CC(=O)NC(Cc1ccccc1C)C(=O)NC1CCN(C(=O)NCc2ccccc2)CC1 (stereo unspecified) | -0.3 | x | 1 | -14 | -13 | x | x | 5 | x |
| CC1(C)Cc2cccc(OCC(=O)OCC(=O)c3ccccc3)c2O1 | 0.2 | -6 | x | -12 | 5 | -2.3 | 0 | -27 | 0.0 |
| COc1nc2c(C)cccc2cc1-c1noc(-c2ccco2)n1 | -0.1 | -7 | -9 | -10 | 7 | -0.7 | 0 | -13 | -0.8 |
| COc1ccc(S(=O)(=O)N2CCCCC2)cc1NC(=O)Cc1cccc(C(F)(F)F)c1 | 0.5 | x | x | -1 | 5 | x | x | 24 | x |
| CCOC(=O)c1c(C)[nH]c(C)c1C(=O)COC(=O)c1cc2ccccc2cc1OC | 1.2 | -5 | -7 | 21 | -11 | 4.2 | -7 | 0 | 1.2 |
| O=C(C1=C[C@@H]2[C@H]3C(=O)N(c4ccccc4)C(=O)[C@H]3[C@@H](C(=O)c3ccc(Cl)cc3)N2C=C1)c1ccccc1 | x | -7 | 2 | x | x | 0.8 | -11 | x | 0.2 |
| CC(C)(C)C1(c2ccccc2)NC(=O)N(CC(=O)N2CCOCC2)C1=O (stereo unspecified) | 0.0 | -4 | -10 | 0 | 2 | 0.4 | 4 | -6 | -0.1 |
| CC(C)(CNC(=O)/C=C/c1ccc(F)cc1)CNC(=O)/C=C/c1ccc(F)cc1 | 4.9 | -3 | 7 | -8 | 9 | -1.7 | -9 | 34 | 6.0 |
| O=C(CN1CCNCC1)Nc1ccc(Oc2ccccc2)cc1 | 1.9 | 4 | -2 | -30 | 23 | 0.8 | 2 | 13 | 0.3 |
| CN(Cc1ccccc1)C(=O)CCC1CCN(C(=O)c2ccco2)CC1 | 0.0 | x | x | 1 | -9 | x | x | -19 | x |
| CN1CCC(OC(=O)COc2ccccc2)CC1 | 0.0 | -5 | 25 | -2 | 2 | 0.8 | -5 | -2 | 0.3 |
| COc1ccc(N2CCC(CNC(=S)Nc3c(C)cccc3C)C2)cc1 (stereo unspecified) | 1.5 | -3 | 0 | -9 | -1 | 0.2 | -5 | -24 | 0.5 |
| Cc1cccnc1NS(=O)(=O)c1cccc([N+](=O)[O-])c1 | 0.7 | 0 | -9 | -6 | 22 | 1.3 | -6 | -7 | 0.5 |
| O=C(CCn1[nH]c(=O)c2ccccc2c1=O)N1CCOCC1 | 0.3 | -8 | 4 | 8 | -8 | 0.3 | -4 | -17 | 1.6 |
| Cc1ccc(-c2nnn(CC(=O)N(CCCO)C(C(=O)NC3CCCC3)c3ccc(F)cc3)n2)o1 (stereo unspecified) | 0.5 | -3 | -14 | -14 | 5 | 0.1 | -14 | -14 | 0.9 |
| CC(C)[C@@H](COc1ccccc1)N1CCN(Cc2ccccc2)CCC1=O | -0.8 | -1 | 10 | 12 | -14 | -2.0 | -22 | 1 | -0.4 |
| CN1CCN(CC(O)(c2ccc(Cl)cc2)c2ccc(Cl)cc2)CC1 | 4.6 | -14 | 6 | -11 | 26 | 9.5 | -7 | -7 | 11 |
| CC(C)N1C(=O)C(Cc2nc3ccccc3c(=O)n2-c2ccccc2)c2ccccc21 (stereo unspecified) | 2.5 | -3 | -1 | -18 | 12 | 0.1 | -27 | 15 | 0.0 |
| Cc1cnc(NC(=O)CC2OC(=O)c3ccccc32)s1 (stereo unspecified) | 2.6 | x | x | -2 | 0 | x | x | 16 | x |
| CC(C)CN1CCC(=O)N(CCO)CC1 | 0.0 | 3 | -6 | -5 | -10 | 0.0 | -10 | -1 | -0.1 |
| CCOC(=O)c1c(CN(CC)CC)oc2cc(Br)c(O)cc12 | 0.3 | -7 | -4 | 12 | -9 | 0.8 | -9 | 7 | 2.2 |
| COc1ccc(C(=O)Nn2c(SCC(=O)NC3CCCCC3)nc3ccccc3c2=O)cc1 | 1.1 | 2 | -6 | -8 | 8 | 4.7 | -15 | 8 | 5.7 |
| O=C(CN(Cc1ccccc1)C(=O)CCl)c1cccc(Br)c1 | 0.0 | -8 | x | -7 | 2 | 0.8 | -16 | 11 | 1.0 |
| O=C1c2cccnc2C(=O)N1Cc1ccco1 | 0.4 | 1 | 0 | -17 | -1 | 0.2 | -10 | 7 | 0.3 |
| CC(C)(C)c1ccc(C(=O)N2CCC(C(=O)NCc3ccncc3)CC2)cc1 | -0.2 | -9 | -7 | 17 | -7 | 0.4 | -6 | x | 0.4 |
| CC1CCCC(C)N1C(=O)COC(=O)CN1C(=O)c2ccccc2C1=O (stereo unspecified) | 1.1 | -3 | x | -10 | 14 | 2.5 | -7 | 12 | 0.8 |
| Cc1cc(C(=O)CSc2nnc(N)s2)c(C)n1CCc1ccc(F)cc1 | 2.6 | -8 | -6 | -5 | 14 | 3.6 | -19 | -7 | 3.7 |
| CC[C@]12c3[nH]c4ccc(Cl)cc4c3CCN1C(=O)[C@@H](CC(=O)NCC13CC4CC(CC(C4)C1)C3)C[C@@H]2C(=O)N1CCN(C(=O)c2ccco2)CC1 | -0.4 | x | x | -5 | 14 | x | 6 | 4 | x |
| FC(F)(F)c1ccccc1Cc1c(C2CCCCC2)nc2c3ccccc3ccn12 | -0.7 | x | x | 12 | -13 | x | x | -53 | x |
| Nc1nc2ccccc2n1/N=C/c1ccc(Br)cc1 | 0.3 | -1 | -20 | -16 | 24 | -1.9 | -21 | 9 | -0.1 |
| CCOC(=O)C1CCCN(S(=O)(=O)c2ccc(-n3cnnn3)c(C)c2)C1 (stereo unspecified) | 4.3 | -2 | 10 | -20 | -4 | 3.5 | -4 | 8 | 3.0 |
| CCN(CC(=O)NCc1cccs1)C(=O)c1ccc(S(=O)(=O)N(C)C)cc1 | 0.3 | -3 | 1 | -15 | 4 | 0.1 | -1 | -27 | 0.9 |
